ADAM10 inh: ADAM10 inhibition, QFRET primary screen; O14672; recombinant ADAM10, EDANS/DABCYL FRET peptide cleavage, 3 h; inhibition, % at 7 µM; 370,000 compounds, 0.62% hits; AID 720582;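 active = inhibition above a per-campaign cutoff equal to the mean of compounds falling between control-based bounds plus 3 SD, cut at about 20% in these data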;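 also: 0% = DMSO wells while the 100% control is not disclosed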
ARFGAP1 inh: rat ARFGAP1 inhibition. Arfgap1-stimulated ARF1 GTP hydrolysis, GDP FP detection. 360,000 compounds, 0.26% hits. inhibition, % at 16.5 µM. Q62848. AID 651572;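 active = inhibition above a per-plate limit, mean inhibition of low control wells plus 3 SD, cut at about 25% in these data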;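 also: 0% = DMSO wells with enzyme and 100% = wells lacking Arfgap1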
Target sequence (Q62848 1-136 limits assumed): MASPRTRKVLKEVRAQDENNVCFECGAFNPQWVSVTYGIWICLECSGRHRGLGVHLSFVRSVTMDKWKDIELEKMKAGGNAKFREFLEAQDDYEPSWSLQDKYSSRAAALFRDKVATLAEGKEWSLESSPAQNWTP
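Assay system: Rat Arfgap1 GAP domain (His6, aa 1-136), purified enzyme | Buffer or medium: HEPES 25 mM pH 7.5, NaCl 150 mM, MgCl2, DTT | Schedule: GTP hydrolysis reaction 2 h at 25 °C | Signal: FP of antibody-bound GDP Alexa 633 tracer, ex 620/em 688 nm | Measure: Percent inhibition of Arfgap1-stimulated GTP hydrolysis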
ASAP1 GAP inh: inhibitors of human ASAP1 ArfGAP activity; Q9ULH1; ASAP1-stimulated ARF1 GTP hydrolysis, GDP FP detection; inhibition, % at 16.5 µM; 360,000 compounds, 0.19% hits; AID 624377; in the data active = inhibition above about 25%;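 also: 0% = vehicle with enzyme and substrate and 100% = no enzyme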
Target sequence (Q9ULH1 325-724 limits assumed): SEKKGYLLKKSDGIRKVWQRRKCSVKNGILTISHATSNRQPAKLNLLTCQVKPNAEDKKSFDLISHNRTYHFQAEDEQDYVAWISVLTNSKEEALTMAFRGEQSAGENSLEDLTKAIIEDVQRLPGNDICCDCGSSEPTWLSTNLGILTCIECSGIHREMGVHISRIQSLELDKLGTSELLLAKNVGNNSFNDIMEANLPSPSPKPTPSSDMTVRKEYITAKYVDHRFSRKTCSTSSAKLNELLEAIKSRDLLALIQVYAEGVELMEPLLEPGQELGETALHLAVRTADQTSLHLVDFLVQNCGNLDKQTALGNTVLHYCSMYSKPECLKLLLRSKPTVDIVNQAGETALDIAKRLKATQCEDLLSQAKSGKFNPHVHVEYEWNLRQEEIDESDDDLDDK
KLK7 zymogen act: activators of human kallikrein-7 zymogen; 370,000 compounds, 0.9% hits; activation, % at 7 µM; purified proKLK7, EDANS-DABCYL substrate fluorescence; 100% is mature enzyme control, 0% vehicle; AID 652039; P49862;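 active = activation above the mean of all tested compounds plus 3 SD, computed per campaign excluding outliers beyond control limits, cut at about 13% in these data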
DDE Tn6 FP inh: disrupts Tn6 cyclic peptide binding to fibrin D-Dimer-E complex; P02675; inhibition, % at 8.3 µM; 370,000 compounds, 0.21% hits; AID 720509; Fibrin DD(E) TRITC-Tn6 fluorescence polarization displacement;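 active = inhibition above a per-campaign cutoff: mean of compounds within control limits plus 3 SD, cut at about 15% in these data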;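 also: 0% = median of all compound wells on the plate and 100% = blocking peptide control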
ADAM17 inh: inhibitors of human ADAM17; inhibition, % at 6.95 µM; 370,000 compounds, 0.83% hits; AID 720648; recombinant ADAM17, EDANS/DABCYL FRET peptide cleavage;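 active = inhibition above the mean of compounds lying between control limits plus 3 SD, set per campaign, cut at about 8.5% in these data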;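 also: 0% = DMSO-only wells as the low control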
TDP2 absorb: blocks human TDP2 phosphodiesterase activity; 370,000 compounds, 0.34% hits; AID 720702; inhibition, % at 12.8 µM; recombinant TDP2, T5PNP hydrolysis, p-nitrophenol absorbance 415 nm; O95551;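 active = inhibition above the mean of all tested compounds plus 3 SD, set per campaign, cut at about 25% in these data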;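 also: 0% = DMSO with enzyme and 100% = buffer with substrate but no TDP2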
Target sequence (O95551 whole entry, looked up): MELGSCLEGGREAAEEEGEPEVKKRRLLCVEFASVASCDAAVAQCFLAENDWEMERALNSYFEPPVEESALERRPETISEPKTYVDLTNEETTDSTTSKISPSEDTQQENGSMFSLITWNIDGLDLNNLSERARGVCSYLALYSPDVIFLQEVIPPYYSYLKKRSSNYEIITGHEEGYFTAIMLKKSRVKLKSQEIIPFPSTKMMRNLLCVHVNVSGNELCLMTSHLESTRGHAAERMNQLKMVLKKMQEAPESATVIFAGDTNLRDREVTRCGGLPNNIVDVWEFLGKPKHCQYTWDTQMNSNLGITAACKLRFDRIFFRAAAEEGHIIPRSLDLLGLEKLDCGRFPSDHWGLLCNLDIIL
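Material: recombinant human TDP2; quantity: TDP2 enzyme at 120 nM final; medium: Tris-HCl pH 7.5 with MgCl2; compound: single concentration, 12.8 µM nominal, with 1% DMSO; incubation: 2 h enzyme incubation at 37 °C; signal: epi absorbance; measure: percent inhibition; benchmarks: high control without enzyme, low control DMSO plus TDP2; repeats: singlicate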
DDE Tn7 FP inh: inhibitors of Tn7 peptide binding to human fibrin DD(E) | P02675 | FP displacement of FITC-Tn7 peptide from fibrin DD(E); 0% = median of compound wells per plate | inhibition, % at 8.3 µM | 370,000 compounds, 0.13% hits | AID 720508;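 active = inhibition above the mean of compounds falling within the control limits plus 3 SD of them, cut at about 14% in these data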;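 also: 0% = plate median of compound wells and 100% = 10 µM Aha-Tn7 peptide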
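Test system – human fibrin DD(E) · Times – 10 min preincubation, 3 h with tracer, room temperature · Detection – fluorescence polarization of the labelled Tn7 tracer · Measure – percent inhibition normalized to high-control wells · Benchmarks – high control wells with 10 µM unlabelled Aha-Tn7 peptide (full inhibition) · Repeats – singlicate testing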
PLCg1 inh: blocks human PLC-gamma1 enzyme activity; 370,000 compounds, 0.84% hits; AID 720700; purified PLC-gamma1, fluorogenic substrate, fluorescence; P19174; inhibition, % at 12.2 µM; in the data active = inhibition above about 9.5%
LEDGF integ inh: blocks HIV-1 LEDGF/p75-dependent DNA integration. TR-FRET IN-LEDGF/p75 DNA integration, Eu/Cy5. 370,000 compounds, 0.64% hits. inhibition, % at 3.7 µM. AID 743269;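 active = inhibition above the screen-wide mean plus 3 SD, cut at about 13% in these data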;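 also: signal is the Cy5 over europium emission ratio at 671 and 618 nm; 0% = plate median of compound wells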
Numbers without * were called inactive; i = inactive.

The line under a structure holds: LEDGF integ inh | DDE Tn6 FP inh | PLCg1 inh | TDP2 absorb | DDE Tn7 FP inh | ASAP1 GAP inh | ARFGAP1 inh | ADAM10 inh | ADAM17 inh | KLK7 zymogen act
O=C(CN1CCOCC1)N/N=C/C(Br)=C\c1ccccc1
  -1.7 | -3.1 | 1.8 | 11.5 | 1.6 | 8.3 | 13.5 | -0.4 | -6.0 | -0.2
COC(=O)CNC(=O)c1c(-c2ccccc2Cl)noc1C
  6.9 | 1.3 | -0.7 | 2.4 | -7.7 | 9.5 | 6.7 | -8.3 | -5.9 | -0.9
CC(=O)C1CCC2C3C=CC4=CC(=O)CCC4(C)C3CCC12C (configuration not stated)
  -2.7 | -3.8 | -6.4 | 2.8 | 4.2 | 1.4 | 0.6 | -13.0 | -5.8 | 0.8
CC(=O)c1ccc(-n2cc(C#N)c(=O)[nH]c2=O)cc1
  6.8 | 2.2 | 0.1 | -5.4 | -4.8 | -7.3 | -4.1 | -8.7 | -4.7 | -0.2
COC(=O)c1ccc(N2CCOCC2)c(F)c1
  0.3 | 4.5 | -2.8 | 1.6 | -4.9 | 1.6 | -7.6 | 3.1 | -3.1 | 0.4
CCCCCCC(=O)N(O)C1CC(=O)N(Cc2ccccc2)C1=O (configuration not stated)
  0.9 | -6.6 | -0.2 | -1.5 | -11.2 | -4.5 | 12.8 | -2.4 | -0.4 | 0.3
Brc1ccc(-c2nn[nH]n2)cc1
  2.1 | 2.9 | 0.2 | -3.6 | -4.3 | -9.7 | 11.3 | -1.5 | -3.6 | 1.4
Cc1cccc(NC(=O)c2ccoc2C)n1
  0.6 | -5.5 | -2.8 | 7.8 | -1.9 | -3.9 | -5.9 | -3.6 | -2.1 | -0.5
CCCN(CCC)S(=O)(=O)c1ccc(C(=O)Nc2cc3oc4ccccc4c3cc2OC)cc1
  -0.2 | -1.5 | -3.6 | 1.1 | 0.2 | -3.8 | -7.9 | -9.2 | -4.8 | -0.1
COc1ccc(-c2ccc(/C=C3/C(=N)N4C(C)=CSC4=NC3=O)o2)c([N+](=O)[O-])c1
  2.2 | 2.7 | -16.7 | -7.8 | -1.4 | -3.4 | 7.2 | -19.3 | -5.4 | -0.6
CCOc1c(Cl)cc(CNC(C)(C)CC(C)(C)C)cc1OC
  3.1 | -0.5 | 3.8 | -8.3 | -1.7 | -6.2 | -2.9 | -3.0 | -6.4 | -0.3
CC(SC1=Nc2ccccc2C2CC=NN12)C(=O)NC1(C#N)CCCCC1 (configuration not stated)
  4.1 | -1.5 | -0.1 | 20.8 | -0.2 | 8.1 | -8.6 | 0.1 | 0.6 | -0.2
O=S(=O)(NC1CCc2ccccc21)c1ccccc1 (configuration not stated)
  0.7 | 0.9 | 0.5 | -0.9 | 4.1 | -0.8 | -2.9 | -1.3 | -1.7 | 0.1
COCCn1c(SCC(N)=O)nc2c(c1=O)SC(C)C2 (configuration not stated)
  -0.4 | -4.8 | -0.7 | 1.9 | 3.1 | -4.4 | 7.2 | -8.3 | -1.8 | -0.4
CCOC(=O)C(=COC(=O)c1ccccc1)NC(=O)Cc1ccccc1
  0.7 | 1.4 | 4.8 | 3.0 | -3.7 | 0.0 | -0.6 | -6.8 | 4.4 | 0.3
O=C(Nc1ccccc1)c1cc(-n2cnnc2)ccc1Cl
  1.4 | 6.0 | 0.1 | 5.4 | 0.2 | 1.8 | 2.6 | -4.7 | -6.5 | 0.5
CCC1=NN2C(=N)/C(=C\c3ccc(OCCOc4ccc(NC(C)=O)cc4)c(OC)c3)C(=O)N=C2S1
  0.8 | 4.5 | -4.2 | 6.8 | -5.1 | -0.1 | 3.0 | -36.5 | -16.6 | 1.6
COc1ccccc1-c1sc2ccccc2c1-c1ccc(Br)nc1
  3.1 | -4.3 | -2.8 | 10.7 | 5.3 | -18.0 | -7.8 | 2.6 | 0.5 | -3.5
CC(=O)Nc1cc(-c2ccc(N3CCN(C)CC3)cc2)cn2c(-c3ccc(F)cc3)cnc12
  5.2 | -1.6 | -181.5 | -10.4 | -5.2 | 24.7* | 3.0 | -34.7 | -7.7 | 0.2
COc1cc(=O)oc(CCC(C)O)c1C (configuration not stated)
  3.5 | -0.1 | 3.7 | 8.8 | 0.2 | 6.2 | 10.5 | -11.1 | 3.6 | 0.6
Cc1oc2ccc(O)c(CN(C)C)c2c1C(=O)c1ccccc1
  5.0 | -2.2 | 4.5 | -1.5 | -7.3 | 0.3 | 0.1 | 8.6 | 2.0 | -0.2
CC(/C=C1\SC(=S)N(NC(=O)c2ccc(O)cc2)C1=O)=C\c1ccccc1
  0.9 | -8.8 | 3.1 | -4.3 | -12.4 | -4.1 | -1.4 | 3.7 | 6.2 | -0.6
CCCS(=O)(=O)N1CCCC(C(=O)NCCN2CCC(Cc3ccccc3)CC2)C1 (configuration not stated)
  2.6 | 0.4 | 0.3 | 1.1 | 5.0 | 4.0 | 9.0 | 4.2 | -5.8 | -0.1
CCOc1ccc(CCNC(=O)c2cccc(S(=O)(=O)N3CCCC3)c2)cc1OCC
  2.6 | -6.3 | 0.2 | -9.2 | -0.6 | 24.6 | -3.5 | -8.9 | -2.4 | -0.1
COc1cccc(C(=O)Cn2c(N3CCOCC3)nc3c2c(=O)n(C)c(=O)n3C)c1
  -1.7 | 8.7 | -0.4 | 2.1 | 8.9 | -6.6 | -4.5 | -0.3 | -4.8 | 0.0
Cc1c(CN(C)C(=O)c2nn(C)cc2[N+](=O)[O-])cnn1C
  -0.9 | 4.5 | 0.3 | -5.9 | 2.4 | 4.8 | 1.0 | 4.5 | 3.0 | -0.5
CC(=O)N1C[C@H]2CON(C)[C@H]2C[C@H]1c1ccc(-c2cccnc2)cc1
  -7.8 | -1.2 | -2.8 | -2.8 | 6.4 | -0.6 | 15.1 | -15.1 | 0.2 | -0.6
C=CCn1c(SCc2c(C)noc2C)nc2sc3c(c2c1=O)CCC(C)C3 (configuration not stated)
  -2.4 | 7.2 | 1.9 | -10.2 | 8.7 | 3.9 | -10.8 | -2.2 | 5.9 | -0.4
Cc1nc(SCC(=O)Nc2cccc(C(=O)O)c2)n[nH]1
  1.3 | -5.4 | -2.5 | 3.6 | 0.4 | 6.9 | -3.3 | -0.4 | -3.8 | 0.5
COC(=O)C(C)(C)c1cccnc1C#N
  4.7 | -4.9 | 75.6* | 5.7 | -1.4 | -10.4 | -10.5 | -14.2 | -1.8 | 0.2

Sorted by value in TDP2 absorb (highest first): 3 of the compounds above.
molecule | TDP2 absorb
COC(=O)CNC(=O)c1c(-c2ccccc2Cl)noc1C | 2.4
CC(=O)c1ccc(-n2cc(C#N)c(=O)[nH]c2=O)cc1 | -5.4
CCOc1ccc(CCNC(=O)c2cccc(S(=O)(=O)N3CCCC3)c2)cc1OCC | -9.2

(list continues)
The line under a structure holds: LEDGF integ inh | DDE Tn6 FP inh | PLCg1 inh | TDP2 absorb | DDE Tn7 FP inh | ASAP1 GAP inh | ARFGAP1 inh | ADAM10 inh | ADAM17 inh | KLK7 zymogen act
Cn1c(C(=O)N2CCN(c3nc4ccccc4s3)CC2)cc2sccc21
  0.5 | 3.5 | -1.2 | -1.1 | 3.4 | -4.4 | 0.5 | 3.6 | -0.3 | -0.1
COc1ccc(/C=C(/NC(=O)c2ccc(OC)cc2)C(=O)NCCc2c[nH]c3ccccc23)cc1
  -1.0 | -11.8 | 0.4 | 2.3 | 2.4 | 2.9 | 10.2 | -4.2 | 0.6 | 0.1
CCN(CC)CCCNc1oc(-c2cccc(Cl)c2)nc1C#N
  6.7 | -1.4 | i | -13.7 | -0.8 | 11.1 | 8.7 | i | -190.2 | 41.4*
O=C(CCNS(=O)(=O)c1cccc2nsnc12)N1CC(=O)N(CCc2ccccc2)C(=O)C1
  -1.2 | 2.6 | 0.8 | 2.1 | -2.3 | 2.0 | 8.0 | 0.3 | 0.4 | -0.1
Cc1ccc(C2=NN(C(=O)CCCC(=O)O)C(c3ccc4c(c3)OCO4)C2)cc1 (configuration not stated)
  -1.4 | 4.6 | 1.5 | 1.9 | 4.3 | -10.9 | -5.4 | -4.0 | -2.2 | -0.5
O=C1c2ccccc2C(Nc2ccc(S(=O)(=O)N3CCOCC3)cc2)N1c1ccccn1 (configuration not stated)
  3.3 | 4.2 | -4.5 | 0.2 | -10.2 | -7.5 | -4.4 | -4.9 | -0.8 | -0.1
Cn1c(N)c(S(=O)(=O)N2CCN(c3ccccc3Cl)CC2)c(=O)n(C)c1=O
  5.3 | -6.1 | 5.8 | -7.6 | -0.6 | 11.7 | 6.2 | -1.1 | 0.3 | -0.2
Cc1ccc(OCC(=O)N/N=C/c2cn[nH]c2-c2ccc(Cl)c(Cl)c2)cc1
  -1.3 | 0.6 | 2.8 | -10.8 | 1.0 | 10.2 | -2.5 | 8.6 | 1.5 | -0.5
CCOC(=O)CNC(=O)CSc1nnc(NC(=O)c2ccc3c(c2)OCO3)s1
  0.9 | 1.6 | -0.4 | -4.0 | 9.1 | -4.7 | 4.1 | -0.2 | -3.9 | 0.0
COC(=O)C1(C)CC1(c1ccccc1)c1ccccc1 (configuration not stated)
  3.3 | 11.3 | 4.9 | -11.1 | 0.9 | -6.4 | 0.2 | 10.7 | -3.1 | -0.2
CN(Cc1c(F)cccc1Cl)C(=O)CNC(=O)c1ccc2c(c1)OCO2
  2.7 | -9.1 | 2.6 | -12.1 | -1.0 | -1.0 | -3.7 | -10.8 | -5.7 | 0.6
COc1ccc(/C=C/c2nnc(NC(C)=O)s2)cc1
  1.0 | -3.5 | -46.0 | 6.5 | 1.4 | -13.2 | 1.0 | -58.1 | -29.3 | -4.8
CNc1cncc(-c2cccc(C(=O)NCCN(C)C)c2)n1
  -0.4 | -0.2 | -397.9 | -2.5 | -3.6 | 18.4 | -4.8 | i | -447.6 | -31.1

PLCg1 inh: what is marked active above
canonical_smiles | LEDGF integ inh | DDE Tn6 FP inh | PLCg1 inh | TDP2 absorb | ASAP1 GAP inh | ARFGAP1 inh | ADAM10 inh | ADAM17 inh | KLK7 zymogen act
COC(=O)C(C)(C)c1cccnc1C#N | 4.7 | -4.9 | 75.6* | 5.7 | -10.4 | -10.5 | -14.2 | -1.8 | 0.2

High-throughput results as filed in PubChem BioAssay.
